# PLK1 PBD inh = PLK1 (human) polo-box domain binding inhibition; Plk1 PBD binding of FITC phosphopeptide, fluorescence polarization; Potency, µM, for inactives: max response, negative = inhibition, actives largely listed as inhibitors; 2.8% of 360,000 active; AID 720504; further: potency means the concentration at half of the fitted maximal effect; series mostly up to about 57 µM; on the % scale 0 is the no-effect control and ±100 the full control effect; nearly all actives have a fitted effect of over 65% in size
# EPAC1 ag = agonists of human EPAC1; 0.073% of 360,000 active; Potency, µM (doses to about 154 µM), inactives show at the top dose activation, hits mostly activators; EPAC1 agonist qHTS, biochemical assay; response scale: 100% = response to 6.5 mM cAMP; O95398; further: potency means the concentration at half of the fitted maximal effect; nearly all actives have a fitted effect of over 60% in size
#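 Read-out is the fluorescence drop as BODIPY-GDP leaves Rap1B (480 nm excitation, 540 nm emission), recorded every 5 minutes over 30 minutes. Reactions held 100 nM EPAC1, 250 nM Rap1B–BODIPY-GDP and 50 uM GDP, with 6.5 mM cAMP setting full activation.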
# IL-2 act = IL-2 activation. IL-2 activation reporter assay, cell-based qHTS; stimulated with anti-CD3/CD4/CD28 beads; in transgenic mouse T cells. activation, % (series mostly up to about 46 µM). 0.065% of 360,000 active; in the data active means activation above about 50%; inconclusive means mostly about 30% to 49%; further: 0% is about no effect
#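 EGFP and DsRed fluorescence is measured by plate cytometry in unstimulated transgenic mouse T cells exposed to compound for 60 minutes, then stimulated 18 hours at 37 degrees C with anti-CD3/anti-CD4 beads plus anti-CD28.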
# WRN helicase inh = inhibitors of human WRN helicase | Potency, µM (top dose mostly 114 µM), for the others: at the top dose activity change, negative = inhibition, hits mostly inhibitors | 0.46% of 360,000 active | Q14191 | WRN helicase unwinding, fluorescent forked duplex, kinetic; further: potency means the concentration at half of the fitted maximal effect; on the % scale 0 is the no-effect control and ±100 the full control effect; nearly all actives have a fitted effect of over 55% in size
# Target sequence (Q14191 whole entry, looked up): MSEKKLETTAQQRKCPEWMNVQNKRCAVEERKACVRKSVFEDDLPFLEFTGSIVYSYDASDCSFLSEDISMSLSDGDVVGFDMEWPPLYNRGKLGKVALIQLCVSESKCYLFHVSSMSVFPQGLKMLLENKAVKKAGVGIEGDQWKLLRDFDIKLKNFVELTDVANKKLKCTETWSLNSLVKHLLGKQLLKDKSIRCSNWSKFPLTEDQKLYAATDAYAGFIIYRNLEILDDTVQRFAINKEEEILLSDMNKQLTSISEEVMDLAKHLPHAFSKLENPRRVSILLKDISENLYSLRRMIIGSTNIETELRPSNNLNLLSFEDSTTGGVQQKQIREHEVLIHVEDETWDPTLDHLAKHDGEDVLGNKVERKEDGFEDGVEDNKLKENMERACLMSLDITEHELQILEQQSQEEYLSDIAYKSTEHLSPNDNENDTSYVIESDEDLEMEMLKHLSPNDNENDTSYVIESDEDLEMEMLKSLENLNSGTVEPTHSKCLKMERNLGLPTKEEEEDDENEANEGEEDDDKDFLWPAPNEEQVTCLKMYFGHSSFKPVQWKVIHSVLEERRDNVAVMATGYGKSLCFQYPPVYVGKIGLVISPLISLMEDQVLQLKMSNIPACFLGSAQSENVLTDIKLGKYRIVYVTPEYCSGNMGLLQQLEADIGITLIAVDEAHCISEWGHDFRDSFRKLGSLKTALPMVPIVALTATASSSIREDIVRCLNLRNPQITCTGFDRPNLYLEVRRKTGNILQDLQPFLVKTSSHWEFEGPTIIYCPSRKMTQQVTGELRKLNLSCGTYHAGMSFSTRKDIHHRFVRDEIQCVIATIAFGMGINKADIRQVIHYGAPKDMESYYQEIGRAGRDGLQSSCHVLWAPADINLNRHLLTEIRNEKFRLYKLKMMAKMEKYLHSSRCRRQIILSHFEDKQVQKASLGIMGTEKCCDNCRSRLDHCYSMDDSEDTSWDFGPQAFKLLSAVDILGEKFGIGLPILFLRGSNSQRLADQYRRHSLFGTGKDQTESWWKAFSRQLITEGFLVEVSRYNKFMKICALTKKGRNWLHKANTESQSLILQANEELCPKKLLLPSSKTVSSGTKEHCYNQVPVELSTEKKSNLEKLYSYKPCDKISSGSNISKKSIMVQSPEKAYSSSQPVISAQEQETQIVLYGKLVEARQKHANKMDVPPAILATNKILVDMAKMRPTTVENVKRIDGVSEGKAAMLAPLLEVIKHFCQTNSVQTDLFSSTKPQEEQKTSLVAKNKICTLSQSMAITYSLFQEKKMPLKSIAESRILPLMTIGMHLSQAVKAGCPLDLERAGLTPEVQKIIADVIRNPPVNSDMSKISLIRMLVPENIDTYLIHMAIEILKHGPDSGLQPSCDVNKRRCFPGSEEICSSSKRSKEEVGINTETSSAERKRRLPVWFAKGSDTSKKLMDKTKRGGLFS
#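 Enzyme (20 nM final) and test compound sit together 15 min at room temperature before substrate addition. Substrate is a single-forked duplex oligonucleotide (100 nM) labelled with fluorophore and quencher, with 2 mM ATP; helicase unwinding raises red fluorescence, read kinetically.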
# EPAC1 antag = antagonists of human EPAC1. AID 720709. EPAC1 GEF assay, Rap1b-BODIPY-GDP exchange fluorescence. Potency, µM (highest dose often 115 µM), for the others: at the top dose activity change, negative = inhibition, usual class: inhibitors. O95398. 0.14% of 360,000 active;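 further: potency means the concentration at half of the fitted maximal effect; plate controls were vehicle for no effect and positive control for full effect; nearly all actives have a fitted effect of over 50% in size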
# FUS yeast rescue = rescues growth of FUS-expressing yeast. 0.24% of 390,000 active. AID 1347120. S. cerevisiae FUS-expressing, growth rescue, OD600, 24 h. Potency, µM (doses to about 76.6 µM), for the others: top-dose growth rescue (activation), actives largely listed as activators;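 further: potency means the concentration at half of the fitted maximal effect; plate controls were DMSO vehicle for no effect and reference control for full effect; nearly all actives have a fitted effect of over 55% in size; some results filed as inactive show a strong effect at the top dose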
#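 Compound concentration series was pinned onto galactose-induced FUS-expressing yeast seeded at OD 0.005. Plates sat 24hr at 30C; absorbance at 600 nm gave growth. DMSO served as background control.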
# aSyn yeast inh = rescues yeast growth from alpha-synuclein toxicity; Yeast expressing alpha-synuclein, growth rescue, BacTiter-Glo, 24 h; Potency, µM (series often up to 46.1 µM), for the others: top-dose growth rescue (activation), most hits filed as activators; 0.14% of 370,000 active; further: potency means the concentration at half of the fitted maximal effect; % of control where 0% means no effect; nearly all actives have a fitted effect of over 65% in size
#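 Galactose-induced alpha-syn yeast (OD600=0.02, raffinose-pregrown) + pinned cpd, 24 hr, 30 deg C; growth by BacTiter-Glo luminescence. Growth restoration scores as activation.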
# PI5P4Ka inh = PI5P4K alpha (human) kinase inhibition; PI5P4Kalpha enzyme, ADP-Glo luminescence, 60 min; hits give low values; max response, %; 1.2% of 330,000 active; AID 652105; active means max response of -50% or lower; inconclusive means between -30% and -50%; inactive means -30% or higher; further: value at the top dose of about 77 µM; on the % scale 0 is the no-effect control and ±100 the full control effect
#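 PI5P4Kalpha ADP-Glo assay; 5 microM ATP final; 60 min RT reaction; HEPES pH 7.4/EGTA/CHAPS, 5% DMSO; controls lacking substrate or enzyme; luminescent end-point.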
# Abeta yeast res = compounds reversing amyloid beta toxicity in yeast. yeast expressing A-beta42, growth rescue, OD600, 48 h; response scale: 0% DMSO, 100% iron-clioquinol control. Potency, µM (top dose mostly 46.1 µM), inactives show at the top dose growth rescue, most hits filed as activators. 0.063% of 410,000 active. AID 1347071; further: potency means the concentration at half of the fitted maximal effect; nearly all actives have a fitted effect of over 55% in size
#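 Growth rescue measured by 600 nm absorbance after 48 h yeast culture at 30 C with compound. Values normalized between DMSO and an equimolar ferric chloride plus clioquinol control.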
# An asterisk follows results filed as active; ? = inconclusive; nt = no result given; & = joins results of further samples; [ ] = dose if it differs, or a comment. Unless noted, the call rests on the fitted dose curve; in most records, active means well fitted curve in the direction sought with a large enough effect; inconclusive means small, poorly fitted or top-dose-only effect, or another doubt; inactive means no such curve, though single readings can be large; an effect the other way counts as inactive or inconclusive.
Molecule,PLK1 PBD inh,EPAC1 ag,IL-2 act,WRN helicase inh,EPAC1 antag,FUS yeast rescue,aSyn yeast inh,PI5P4Ka inh,Abeta yeast res
O=S1(=O)CC(N2CCCCC2)CN1Cc1cn(Cc2cccc(C(F)(F)F)c2)nn1 (stereo not given),-1%,2%,-0.5,-3%,13%,0%,-1%,11,-4%
C=C(C)CN=c1scc(C)n1/N=C/c1ccco1,-7%,-8%,-1.5,-5%,0%,19%,-7%,0,14%
CCCCSc1nc(C)c(CC(=O)OC)c(=O)[nH]1,?,-6%,-2.1,6%,8%,-3%,-5%,5,-4%
CC(=O)Nc1nc(CC(C)C)cc2c1c(=O)oc1ccccc12,-19%,0%,-1.1,5%,0%,-13%,1%,0,-3%
CCN(CC)c1cc(CS(=O)c2ccccc2)nc(-c2ccccc2)n1 (stereo not given),?,1%,-5.7,-20%,-28%,nt,14%,3,-13%
O=C1OC(Oc2ccc(Br)cc2)(c2ccccc2)c2ccccc21 (stereo not given),-8%,6%,-0.5,1%,-4%,-17%,-12%,9,11%
Cc1c(C(=O)N2c3ccccc3Sc3ccccc32)cccc1[N+](=O)[O-],0%,10%,-3.9,-6%,-9%,12%,1%,53,-18%
COc1ccc(C(=O)Nc2cccc(OC(=O)c3ccc(C)c(C)c3)c2)cc1,-8%,10%,1.4,-15%,-1%,?,-6%,8,-2%
COCCCN(Cc1cccs1)S(=O)(=O)c1c[nH]c(C(=O)OC)c1,1%,-6%,-3.0,1%,8%,5%,5%,15,4%
CC1(C(=O)NS(=O)(=O)c2ccc(Cl)cc2)CCN1C(=O)CCc1cccs1 (stereo not given),0%,7%,-0.3,5%,6%,-2%,5%,-1,1%
CC1CCCCN1C(=O)c1cc(F)c(F)cc1Cl (stereo not given),-5%,0%,0.1,2%[57.1 µM],8%,15%,0%,-7,14%
CCOc1ccccc1NC(=O)c1ccc(NC(=O)c2ccco2)cc1,-6%,10%,0.6,2%,-1%,21%,0%,-9,-56%[inhibitor]
O=C1c2cccnc2C(=O)N1Cc1ccc(S(=O)(=O)N2CCN(c3ccc(Cl)cc3)CC2)cc1,3%,-2%,-1.6,-3%,0%,7%,3%,3,6%
COc1cc(-c2cc(C(=O)Nc3cc(S(=O)(=O)N4CCOCC4)ccc3C)c3ccccc3n2)cc(OC)c1OC,-5%,8%,-3.2,0%,-23%,25%,-2%,-4,-1%
Cc1c(C(=O)NC2CCCCC2)oc2ccc(F)cc12,-4%,11%,0.8,-2%,17%,27%,21%,-4,-5%
NC(=O)COC(=O)CCCc1nc2ccccc2s1,-5%,-8%,0.0,7%,-12%,7%,-5%,0,6%
COc1ccc(C(=O)Nc2cccc(NC(C)=O)c2)cc1OC,-1%,6%,0.1,-6%,-27%,4%,6%,3,16%
CCOc1ccc2nc(SCC(=O)N(CC(C)C)c3c(N)n(CC(C)C)c(=O)[nH]c3=O)[nH]c2c1,-11%,3%,-0.1,-6%,0%,nt,1%,-10,6%
C=CC[C@H](CC(=O)OC(C)(C)C)C(=O)OC[C@@H]1CCCN1C(=O)[C@@H](CC=C)CC(=O)NCCO,-3%,5%,-2.4,0%,-11%,1%,-2%,-2,-13%
CCOc1ccc(CCNC(=O)COC(=O)c2cccnc2Cl)cc1OCC,1%,-7%,-1.3,-1%,14%,-4%,0%,3,-2%
CCNc1ccc([N+](=O)[O-])cc1,-17%,7%,0.5,1%,1%,6%,-1%,1,-1%
O=C(NCCc1cn2ccccc2n1)c1ccc(Br)o1,-11%,4%,-0.5,5%,22%,3%,-4%,0,-7%
O=C1c2cccc(OCC(=O)N3CCCc4ccccc43)c2CCN1Cc1ccc(Br)cc1,-20%,18%,-3.4,-5%,2%,?,11%,0,-2%
COc1cc2[nH]c(=S)n(N(C(C)=O)C(C)=O)c(=O)c2cc1OC,1%,3%,0.6,1%,5%,17%,3%,nt,8%
CC1=CC2(C#N)C3(N=C(N)C2(C#N)C(c2ccccc2)N1)OCCO3 (stereo not given),-3%,2%,0.2,-11%,-20%,29%,-2%,2,8%
CN(C)CCNc1ccc2ncn3c4ccc(O)cc4c(=O)c1c23,12µM*,?,3.7,?,?,nt,7%,0,10%
Cc1ccc(-c2nc3ccc(Cl)cc3n2OC(C)C(=O)O)cc1 (stereo not given),2%,-7%,-0.4,7%,11%,-13%,-2%,-3,-6%
COc1ccc(-c2nnc(Nc3nc4c(OC)cccc4s3)o2)cc1,?,10%,-2.9,45µM*,-22%,44%,-6%,nt,-3%
CCOC(=O)c1sc(=S)n(C)c1NC(=O)c1ccc(F)cc1,5.3µM*,6%,-2.8,?,2%,nt,-34%[inhibitor],?,-6%
Cc1nn(Cc2ccccc2Cl)c2sc(C(=O)NC(C)(C)C)cc12,2%,5%,-0.6,-4%,-23%,-1%,0%,7,19%
O=C(CSc1nnc(-c2ccc(O)cc2)n1Cc1ccco1)c1ccccc1,-9%,-1%,0.6,3%,-9%,2%,-3%,-14,1%
COC(=O)c1ccccc1NC(=S)NC(=O)COc1ccc(C)cc1,-22%,1%,-2.7,-11%,-10%,nt,-2%,-4,7%
CCCn1c(SCC(=O)N2c3ccc(F)cc3CCC2C)nnc1-c1ccccn1 (stereo not given),30µM*,7%,-2.2,3%,-8%,10%,-2%,-5,-4%
CC1(C)Cc2cccc(OCC(=O)OCC(=O)NCc3ccc(F)cc3)c2O1,-2%,?,0.5,-1%,2%,10%,3%,-2,8%
Cc1ccc(S(=O)(=O)NCCS(=O)(=O)N2CCN(c3ccccc3)CC2)cc1,-15%,-12%,-0.3,0%[57.1 µM],-27%,4%&0%,-2%,5,4%&-8%
Cc1cc(C=C(C#N)C#N)c(C)n1-c1ccccc1,1%,15%,-2.4,-6%,-1%,-7%,3%,-7,0%
COc1ccc2c(c1OC)C(=O)OC2N1C(=O)CC[C@H]1C(=O)Nc1ccc2c(c1)OCO2 (stereo not given in full),-4%,-5%,-0.1,2%,-1%,10%,-1%,?,0%
N#CCCN(C(=O)COc1ccc(C#N)cc1)c1ccc(F)cc1,3%,-6%,-1.9,0%[57.1 µM],4%,13%,1%,27,2%
CCc1nc2c(OCCOC)cccn2c1N(C)C(=O)c1ccc(C)cc1,-13%,-1%,1.7,11%,8%,-13%,1%,-4,-2%
O=c1c([N+](=O)[O-])c(N2CCCCCC2)c2ccccc2n1-c1ccccc1,1%,-6%,0.3,-6%,-9%,-15%,2%,2,19%
COc1ccc(CNC(=O)Cn2nc(C)n3cccc3c2=O)cc1,1%,-12%,-2.7,22%,10%,8%&-20%,8%&-3%,1,-6%&-14%
O=C(O)CCc1ccc(-c2ccc(Cl)cc2)o1,?,7%,-3.3,-18%,-8%,16%,-47%[inhibitor],nt,-90%[inhibitor]
Cc1ccccc1N(CC(=O)Nc1ccccc1C(=O)O)S(C)(=O)=O,-10%,8%,-2.1,-24%,4%,37%,-1%,nt,-3%
CSc1ccccc1NC(=O)c1ccccc1,-8%,9%,1.4,-5%,-13%,-11%,2%,1,-6%
Cc1cccc(N(CC(=O)Nc2c(C)n(C)n(-c3ccccc3)c2=O)S(C)(=O)=O)c1C,-1%&2%,3%,0.3,-13%,-29%,14%,-5%,nt,-5%
CCCCc1ccc(S(=O)(=O)NCCCN2CCCC2=O)cc1,3%,-3%,-1.3,-1%,9%,nt,0%,1,8%
O=C(O)C1CC(O)CN1S(=O)(=O)c1cccs1 (stereo not given),-1%,2%,1.7,-3%,-17%,19%,-10%,1,15%
Cc1ccc(NC(=O)NCc2ccc3[nH]c(C)cc3c2)cc1,-3%,16%,-0.4,10%,-1%,?,-3%,-6,4%
COc1ccc(-c2cc(C(=O)Nc3c(F)cc(F)cc3Br)no2)cc1,-1%,10%,1.4,2%,4%,-19%,-4%,-3,-18%
Cc1ccc(NC(=O)CN(C)C(=O)CSc2nc3ccccc3c(=O)n2CCO)cc1,-11%,9%,-2.6,2%,-9%,10%,-2%,-4,13%

# Following part.
Molecule,PLK1 PBD inh,EPAC1 ag,IL-2 act,WRN helicase inh,EPAC1 antag,FUS yeast rescue,aSyn yeast inh,PI5P4Ka inh,Abeta yeast res
CCCCCCN1CCN(C2CN(Cc3ccccc3)S(=O)(=O)C2)CC1 (stereo not given),-13%,9%,-0.7,1%,12%,-27%,3%,1,2%
CCOC(=O)[C@H]1[C@H]2COc3ccc(OC)cc3[C@H]2N2C(=O)CNC(=O)[C@@]12C,-1%,-5%,-1.8,-7%,16%,-10%,-2%,5,-18%
O=C(COC(=O)CN1C(=O)c2ccccc2C1=O)NC1CCCCC1,6%,-1%,-0.8,3%,-12%,32%,11%,6,13%
CS(=O)(=O)N1CCN(c2ncnc3c2cnn3-c2ccccc2)CC1,-14%,5%,-0.9,-6%,-17%,15%,-6%,-1,-24%
NS(=O)(=O)c1cc(C(=O)OCC(=O)N2CCc3ccccc3C2)ccc1Cl,-16%,3%,0.2,0%,?,5%,-2%,1,-13%
Nc1nnc(CC(=O)N/N=C/c2ccc(-c3ccccc3Cl)o2)s1,-7%,20%,0.1,-17%,10%,6%,1%,-53*,-9%
COc1ccc(C(=O)COC(=O)c2ccc3c(c2)OCO3)c(OC)c1,3%,12%,-2.9,-25%,0%,nt,-7%,?,-2%
CCOCCCNC(=O)c1ccc(OC2CCN(C(C)=O)CC2)c(OC)c1,-20%,-2%,0.7,1%,-26%,2%,-4%,2,-4%
Cc1onc(-c2ccccc2Cl)c1C(=O)OCC(=O)Nc1cccc(S(=O)(=O)N2CCOCC2)c1,-4%,16%,5.4,-5%,-5%,39%,-4%,2,17%
